# TbPYK inhibitor – qHTS of Trypanosoma Brucei Inhibitors; pyruvate kinase (Trypanosoma brucei), Q57TT1; TbPYK enzyme, Kinase-Glo Plus ATP luminescence, 45 min; Potency, µM (top dose mostly 76.8 µM), for inactives: at the highest dose activity, negative = inhibition, actives largely listed as inhibitors; 0.12% of 410,000 active; AID 624173, 2012; further: potency means the concentration at half of the fitted maximal effect; on the % scale 0 is the no-effect control and ±100 the full control effect; nearly all actives have a fitted effect of over 50% in size
#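 TbPYK + substrate in 50 mM TEA pH 7.2, 100 mM KCl, 10 mM MgCl2, 0.05% BSA, 0.01% Tween-20; cpd pinned; ADP 130 uM final; 45 min RT; Kinase-Glo Plus 10 min; luminescence endpoint.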
# LmPK inh – qHTS Assay for Inhibitors of Leishmania Mexicana Pyruvate Kinase (LmPK); Potency, µM (highest dose often 57.5 µM), without a hit: at the highest dose activity change, negative = inhibition, usual class: inhibitors; AID 1721, 2009; 0.37% of 290,000 active; purified LmPK, Kinase-Glo ATP luminescence, 1 h; Q27686; further: potency means the concentration at half of the fitted maximal effect; on the % scale 0 is the no-effect control and ±100 the full control effect
# Target sequence (Q27686 whole entry, looked up): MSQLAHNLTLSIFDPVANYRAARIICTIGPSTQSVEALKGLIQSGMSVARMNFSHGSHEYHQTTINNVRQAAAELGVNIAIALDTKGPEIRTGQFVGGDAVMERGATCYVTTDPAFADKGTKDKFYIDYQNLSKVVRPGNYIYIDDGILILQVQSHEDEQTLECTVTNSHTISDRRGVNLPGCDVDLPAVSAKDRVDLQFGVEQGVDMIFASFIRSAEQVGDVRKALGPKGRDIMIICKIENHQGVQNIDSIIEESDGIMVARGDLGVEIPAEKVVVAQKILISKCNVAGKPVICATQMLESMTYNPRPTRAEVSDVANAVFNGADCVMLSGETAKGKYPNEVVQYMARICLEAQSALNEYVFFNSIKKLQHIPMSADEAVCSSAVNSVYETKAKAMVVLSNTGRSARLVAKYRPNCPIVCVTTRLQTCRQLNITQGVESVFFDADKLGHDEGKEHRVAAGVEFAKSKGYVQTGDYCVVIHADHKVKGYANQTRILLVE
#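 0.1 nM LmPK, 0.5 mM PEP, 0.1 mM ADP; 50 mM imidazole pH 7.2, 7 mM MgCl2, 50 mM KCl; 1 h RT. Kinase-Glo luminescence readout, normalized to no-enzyme (full inhibition) and uninhibited wells.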
# Shiga inhibitor – A qHTS for Small Molecule Inhibitors of Shiga Toxin. Vero cells, Shiga toxin protein synthesis inhibition reporter. inhibition, % at 38.7 µM. 9.2% of 290,000 active. AID 2315, 2010; in the data active means inhibition mostly above about 28%, no sharp cut-off; inactive means mostly below about 43%; further: 0% is about no effect
# AMA1 RON2 block – qHTS for Inhibitors of AMA1-RON; Towards Development of Antimalarial Drug Lead: Primary Screen; AlphaScreen AMA1-biotinylated RON2 peptide binding; 0.2% of 360,000 active; Potency, µM (top dose mostly 58.2 µM), for inactives: at the top dose activity change, negative = inhibition, hits mostly inhibitors; AID 720542, 2013;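 further: potency means the concentration at half of the fitted maximal effect; 0% = vehicle wells and -100% = peptide control; nearly all actives have a fitted effect of over 45% in size; some results filed as inactive show a strong effect at the top dose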
#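 AMA1 (3D7) with his tag at 25 nM final met compounds first, then biotinylated RON2 peptide at 25 nM; detection used donor plus acceptor beads, 10 µg/mL apiece, read by AlphaScreen after 30 min at room temperature.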
# Pf growth 96h – Primary qHTS for delayed death inhibitors of the malarial parasite plastid, 96 hour incubation; 6.9% of 320,000 active; P. falciparum luciferase reporter growth, 96 h; Potency, µM (top dose mostly 28.7 µM), for the others: top-dose activity change, negative = inhibition, most hits filed as inhibitors; further: potency means the concentration at half of the fitted maximal effect; on the % scale 0 is the no-effect control and ±100 the full control effect
#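 Compounds incubated with erythrocytes infected by luciferase-expressing P. falciparum (2% hematocrit, 0.05% parasitemia final) for 96 hours, 37 C in 5% CO2. Growth inhibition scored as decreased luciferase luminescence.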
# CHX counter – Cycloheximide Counterscreen for Small Molecule Inhibitors of Shiga Toxin; cell reporter, cycloheximide protein synthesis inhibition counterscreen; max response, %; 12% of 300,000 active; AID 2314, 2010; in the data active means max response mostly above about 13%, no sharp cut-off; inactive means mostly below about 14%; further: read at 38.3 µM for the half of the compounds with a filed dose; 0% is about no effect
# Pf growth 48h – Primary qHTS for delayed death inhibitors of the malarial parasite plastid, 48 hour incubation; P. falciparum luciferase growth in erythrocytes, 48 h; Potency, µM (doses to about 28.7 µM), for inactives: at the highest dose activity change, negative = inhibition, actives largely listed as inhibitors; 5.9% of 310,000 active; further: potency means the concentration at half of the fitted maximal effect; on the % scale 0 is the no-effect control and ±100 the full control effect
#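 Luminescence readout; reporter = integrated firefly luciferase in P. falciparum. RBC culture at 2% hematocrit, 0.1% parasitemia final, 37 C/5% CO2; decreased signal taken as growth inhibition.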
# Active calls of the source: *; ? = inconclusive; . = no result given; [ ] = dose if it differs, or a comment. Unless noted, the call rests on the fitted dose curve; in most records, active means well fitted curve in the direction sought with a large enough effect; inconclusive means small, poorly fitted or top-dose-only effect, or another doubt; inactive means no such curve, though single readings can be large; an effect the other way counts as inactive or inconclusive.
1	CCn1cc(C(=O)N2CCCC2)c(=O)c2cc(S(=O)(=O)N3CCOCC3)ccc21
2	COc1cc2c(=O)n(Cc3ccccc3)c(=O)n(CC(=O)NCc3ccco3)c2cc1OC
3	CC(Nc1ccccc1CO)C(=O)Nc1cccc(Cl)c1Cl (centres undefined)
4	OC(c1cccc(OCc2ccccc2)c1)c1nnc(-c2ccccc2)o1 (centres undefined)
5	CCCCCCCCS(=O)C1CS(=O)(=O)CC1O (centres undefined)
6	CC(=O)Nc1cccc(-c2nnc3n2CC(C)S3)c1 (centres undefined)
7	O=C(CC(c1ccccc1)c1ccccc1)Nc1ncn[nH]1
8	Cc1ccc(NS(=O)(=O)c2cccc(C(=O)N(C)Cc3cccs3)c2)cc1

compound no.	1	2	3	4	5	6	7	8
TbPYK inhibitor	3%	-6%	12%	3%	3%	6%	-3%	6%
LmPK inh	0%	6%	0%	0%	-5%	3%	-2%	.
Shiga inhibitor	-8	-7	1	-4	1	-10	-12	.
AMA1 RON2 block	-5%	-3%	7%	?	1%	3%	-6%	4%
Pf growth 96h	19%	3.7µM*	?	4%	32%[activator]	.	6%	2%
CHX counter	-3	-2	3	3	0	-2	-4	.
Pf growth 48h	2%	?	12%	11%	-3%	-10%	0%	2%

9	CCOC(=O)N1CCN(c2c(N3CCc4ccccc43)c(=O)c2=O)CC1
10	COc1ccc(CN2CC(C(=O)NCCc3ccccc3)CC2=O)cc1 (centres undefined)
11	Cc1c(NC(=O)c2cnc(Cl)c(Cl)c2)c(=O)n(-c2ccccc2)n1C
12	O=C(NNC(=S)NCc1ccccc1)c1ccc(Br)o1
13	O=C(CCC(=O)Nc1ccccc1)NCCO
14	CCOC(=O)c1ccccc1NC(=O)CN1CCC(n2nnc3cc(C(F)(F)F)ccc32)CC1
15	Cc1cc(C)cc(N(CC(=O)N2CCN(Cc3ccccc3)CC2)S(=O)(=O)c2c(C)noc2C)c1
16	CCS(=O)(=O)C1=NN2C(=N)/C(=C\c3ccc(OCCOc4cccc(OC)c4)c(OC)c3)C(=O)N=C2S1

compound no.	9	10	11	12	13	14	15	16
TbPYK inhibitor	0%	-3%	-7%	-14%	3%	-5%	1%	1%
LmPK inh	5%	1%	6%	-7%	1%	4%	2%	1%
Shiga inhibitor	-18	-2	-4	19	-2	-11	-8	42
AMA1 RON2 block	5%	0%	10%	83%[activator]	4%	4%	-4%	30%
Pf growth 96h	-26%	2%	4%	-14%	0%	6%	3%	?
CHX counter	-1	-3	-2	-4	-2	-4	-1	13
Pf growth 48h	.	-12%	16%	?	15%	?	.	.

17	C/C(=N\NC(=O)c1cc2ccccc2cc1O)c1ccc2c(c1)OCO2
18	COc1cccc(-n2nnnc2SCC(=O)Nc2ccc3c(c2)OCCO3)c1
19	CN(C1=NC(=O)CS1)c1ccc(O)cc1
20	COCCNC(=O)c1ccc(CN2CCc3ccccc3C2)cc1
21	CCCCCCCc1nc2c(=O)n(C)c3ccccc3c2o1
22	O=C(/C=C/c1ccc(F)cc1)NC(=S)N1C[C@H]2C[C@H](C1)c1cccc(=O)n1C2
23	CCCCC(=O)Nc1ccc(Br)cc1C(=O)O
24	O=C(c1ccco1)N1CCN(c2ncnc3c(-c4ccc(Cl)cc4)nsc23)CC1

compound no.	17	18	19	20	21	22	23	24
TbPYK inhibitor	-1%	-4%	1%	-1%	.	1%	8%	0%
LmPK inh	-3%	-1%	1%	0%	1%	-1%	2%	-8%
Shiga inhibitor	57	-19	-6	-2	-8	-11	-4	101*
AMA1 RON2 block	29%	14%	2%	15%	0%	42%[activator]	19%	-6%
Pf growth 96h	5.2µM*	7%	3%	?	16%	-5%	.	-4%
CHX counter	18	-5	0	-4	-5	-2	-1	48*
Pf growth 48h	6.6µM*	.	8%	2%	.	7%	8%	182%[activator]

25	CN(CC(=O)Nc1ccc(Cl)c(C(F)(F)F)c1)C(=O)C1CC(=O)N(Cc2ccco2)C1 (centres undefined)
26	CC(C)(C)C1CCC(C(=O)Nc2nccs2)CC1 (centres undefined)
27	O=C(C1CCCN(Cc2ccccc2[N+](=O)[O-])C1)N1CCCC1 (centres undefined)
28	Cc1c(C(=O)N2CCCC2)c(S(=O)(=O)Nc2ccccc2Cl)c(C)n1C
29	CNC(=O)COc1ccc(C=O)cc1OC
30	CCOC(=O)/C(C#N)=C\C1=C(N2CCOCC2)CC(C)(C)OC1
31	N/C(=N\OC(=O)Nc1ccccc1)c1ccno1
32	COc1ccc(OCC(=O)C2CC2)c(C#N)c1

compound no.	25	26	27	28	29	30	31	32
TbPYK inhibitor	3%	4%	6%	0%	0%	-2%	-4%	2%
LmPK inh	.	3%	-4%	1%	-2%	0%	0%	0%
Shiga inhibitor	.	47*	-15	2	-6	27	29	26
AMA1 RON2 block	2%	5%	-29%	-12%	3%	8%	13%	19%
Pf growth 96h	?	?	-2%	6%	4%	-18%	16%	234%[activator]
CHX counter	.	15	-3	10	-1	9	24*	27*
Pf growth 48h	?	10%	9%	20%	-9%	3%	27%	1.9µM*

33	CC1(/[N+]([O-])=C/c2cccc(Cl)c2)CCCCC1=O (centres undefined)
34	CCN1Cc2c(/C=C/c3ccccc3)nc3ccc(OC)cc3c2N(c2cccc(Cl)c2)C1
35	CCC(=O)c1cc2c(C)cc(=O)oc2c(C)c1OC(C)=O
36	CN(C)CCCN(C(=O)c1ccco1)c1nc2ccc(F)cc2s1
37	Cc1cc(C)c(/C([O-])=C(/C(=S)Nc2ccc(SC(F)F)cc2)[n+]2ccccc2)cc1C
38	CC(C)Cn1c(-c2ccc(Br)o2)n[nH]c1=S
39	O=C(COc1ccc2c(-c3ccccc3)cc(=O)oc2c1)NCc1cccs1
40	COc1ccc(OC)c(C(c2nnnn2Cc2ccccc2)N2CCC(C(N)=O)CC2)c1 (centres undefined)

compound no.	33	34	35	36	37	38	39	40
TbPYK inhibitor	-1%	4%	-3%	4%	-15%	4µM*	-7%	1%
LmPK inh	7%	-1%	1%	0%[11.5 µM]	-9%	?	1%	7%
Shiga inhibitor	-7	-4	-3	12	-3	-5	9	-2
AMA1 RON2 block	-13%	-19%	15%	0%	0%	36%[activator]	7%	-6%
Pf growth 96h	65%[activator]	3.3µM*	36%[activator]	-27%	?	21%	?	0%
CHX counter	0	0	-2	9	16	-2	-7	3
Pf growth 48h	34%[activator]	2.1µM*	32%[activator]	43%[activator]	12µM*	5%	11%	?

# Quoted at random: 5 records from the list
33	CC1(/[N+]([O-])=C/c2cccc(Cl)c2)CCCCC1=O (centres undefined)
36	CN(C)CCCN(C(=O)c1ccco1)c1nc2ccc(F)cc2s1
34	CCN1Cc2c(/C=C/c3ccccc3)nc3ccc(OC)cc3c2N(c2cccc(Cl)c2)C1
40	COc1ccc(OC)c(C(c2nnnn2Cc2ccccc2)N2CCC(C(N)=O)CC2)c1 (centres undefined)
39	O=C(COc1ccc2c(-c3ccccc3)cc(=O)oc2c1)NCc1cccs1

compound no.	33	36	34	40	39
TbPYK inhibitor	-1%	4%	4%	1%	-7%
LmPK inh	7%	0%[11.5 µM]	-1%	7%	1%
Shiga inhibitor	-7	12	-4	-2	9
AMA1 RON2 block	-13%	0%	-19%	-6%	7%
Pf growth 96h	65%[activator]	-27%	3.3µM*	0%	?
CHX counter	0	9	0	3	-7
Pf growth 48h	34%[activator]	43%[activator]	2.1µM*	?	11%

# Continued.
41	Cc1ccc(C(=O)NC2CC(C)(C)NC(C)(C)C2)cc1Cl
42	Cc1ccc(SCC(=O)NC(=O)NCc2ccco2)c(C)c1
43	CCn1c(CCNC(=O)c2ccccc2Cl)n[nH]c1=S
44	Cn1cc(S(=O)(=O)N2CCCCC2)cc1C(=O)NCc1ccc(Cl)cc1
45	COc1ccc(NC(=O)CSCC(=O)Nc2nnc(C)s2)cc1
46	COc1ccc(C)cc1S(=O)(=O)N1CCCC(C(=O)N2CCN(c3ccccc3F)CC2)C1 (centres undefined)
47	COc1cccc(N2CCN(S(=O)(=O)c3ccc4c(c3)N(C(C)=O)CCO4)CC2)c1
48	CCOc1ccc(CCNC(=O)COC(=O)Cn2cnc3ccccc3c2=O)cc1OCC

compound no.	41	42	43	44	45	46	47	48
TbPYK inhibitor	2%	3%	-22%	7%	-3%	0%	3%	-5%
LmPK inh	3%	1%	-1%	.	.	1%	0%	3%
Shiga inhibitor	8	10	-23	13	.	-2	-2	-5
AMA1 RON2 block	2%	-21%	-3%	.	30%[activator]	-18%	-2%	16%
Pf growth 96h	-21%	15%	?	.	-1%	?	?	34%[activator]
CHX counter	1	2	10	7	.	-2	5	0
Pf growth 48h	1%	.	?	.	-9%	10µM*	-7%	267%[activator]

49	O=[N+]([O-])c1ccc(N2CCN(S(=O)(=O)c3ccccc3)CC2)c2cccnc12
50	COc1ccc(CN2CCCCC2C)c(C)c1C (centres undefined)
51	O=C(COC(=O)c1cccc(NC(=O)c2ccco2)c1)c1ccc(Br)cc1
52	CC1CN(C(=O)c2ccc(Br)c(S(=O)(=O)N3CCOCC3)c2)CC(C)O1 (centres undefined)
53	O=C(NCc1ccco1)c1csc2c1CCCC2
54	O=S(=O)(NCCc1csc(-c2ccc(C(F)(F)F)cc2)n1)c1ccc2c(c1)OCCO2
55	COCC(C)N1CCC(Oc2cccc(C(=O)NCCc3ccccc3)c2)CC1 (centres undefined)
56	CCOCCCN(C(=O)c1ccco1)C(C(=O)NC1CCCC1)c1cccc(OC)c1OC (centres undefined)

compound no.	49	50	51	52	53	54	55	56
TbPYK inhibitor	-5%	2%	.	2%	-3%	-2%	3%	8%
LmPK inh	-8%	1%	-9%	.	-2%	-1%	-6%	0%
Shiga inhibitor	-9	-6	117*	.	19	-5	107*	1
AMA1 RON2 block	-3%	-6%	5%	-2%	-2%	3%	-11%	4%
Pf growth 96h	-33%	.	200%	-28%	25%	0%	-17%	1%
CHX counter	-3	4	80*	.	12	-2	59*	-2
Pf growth 48h	-16%	-11%	54%[activator]	-27%	19%	-1%	53%[activator]	?

57	C/C(=N/NC(=O)c1cc(-c2cccc([N+](=O)[O-])c2)n[nH]1)c1ccc(Cl)cc1
58	O=C(CCNC(=O)c1ccc(Cl)cc1)NNC(=O)c1ccc(F)cc1
59	NC(N)=N/N=C/c1cc([N+](=O)[O-])ccc1O
60	Cn1cnnc1SCC(=O)c1c[nH]c2ccccc12

compound no.	57	58	59	60
TbPYK inhibitor	0%	5%	-6%	-7%
LmPK inh	0%	.	-2%	-13%
Shiga inhibitor	-11	.	11	63
AMA1 RON2 block	9%	59%[activator]	79%[activator]	9%
Pf growth 96h	0%	0%	42%[activator]	.
CHX counter	-4	.	12*	15
Pf growth 48h	10%	-19%	?	96%[activator]

# High-throughput results from PubChem.
